Assay outcomes deposited in PubChem BioAssay by several laboratories.
FID counter = displaces DNA intercalator in HCV helicase counter-screen; inhibition, % at 7.9 µM; AID 1845; 290,000 compounds, 0.17% hits; DNA fluorescent intercalator displacement, fluorescence; in the data active = inhibition above about 37%;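 also: 0% = vehicle and 100% = reference compound; higher means more ethidium bromide displaced from hairpin DNA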
MEKK3 PB1 HTS = MEKK3-MEK5 PB1 interaction, increase or decrease. Q99759. bead-based flow cytometry, Alexa488-MEK5 binding to MEKK3; actives lie on both sides; 0 = blocked by unlabeled MEK5, 100 = vehicle. binding response (% of control), % at 10 µM. 290,000 compounds, 1.4% hits. AID 1529;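 active = binding response more than 3 SD above or below the average of its plate-row segment, actives on both sides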;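 also: Alexa488 bead fluorescence after subtracting the streptavidin-only scavenger bead signal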
Target sequence (Q99759 whole entry, looked up): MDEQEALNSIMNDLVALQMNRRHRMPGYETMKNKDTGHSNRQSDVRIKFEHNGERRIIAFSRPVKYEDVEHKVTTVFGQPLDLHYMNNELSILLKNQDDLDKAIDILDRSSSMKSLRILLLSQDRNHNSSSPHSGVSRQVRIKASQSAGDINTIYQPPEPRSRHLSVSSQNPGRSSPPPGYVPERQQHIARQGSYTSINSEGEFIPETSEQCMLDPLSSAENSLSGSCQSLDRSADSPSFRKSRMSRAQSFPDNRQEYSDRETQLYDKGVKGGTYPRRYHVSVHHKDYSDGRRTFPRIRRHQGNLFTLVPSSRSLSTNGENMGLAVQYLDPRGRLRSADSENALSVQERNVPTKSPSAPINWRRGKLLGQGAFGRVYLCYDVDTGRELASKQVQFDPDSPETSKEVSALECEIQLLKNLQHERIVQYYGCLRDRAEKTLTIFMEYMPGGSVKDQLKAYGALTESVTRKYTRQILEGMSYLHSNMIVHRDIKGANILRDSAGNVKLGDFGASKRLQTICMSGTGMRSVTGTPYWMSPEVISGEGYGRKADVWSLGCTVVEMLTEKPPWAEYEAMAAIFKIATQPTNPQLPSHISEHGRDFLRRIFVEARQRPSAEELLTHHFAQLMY
MEKK2mut PB1 HTS = signal of MEK5 binding to mutant human MEKK2 PB1 domain; bead flow cytometry, Alexa488-MEK5 binding to MEKK2 mutant; percent response, % at 10 µM; 290,000 compounds, 0.35% hits; AID 1530; in the data active = percent response above about 24%, passing the limit was not always enough; also: inactives centre near 1; some results filed as inactive read as strong as hits; reference of the scale not given here
PHOSPHO1 inh = inhibitors of human PHOSPHO1 phosphatase; recombinant PHOSPHO1, absorbance phosphatase assay; inhibition, % at 13.3 µM; 290,000 compounds, 1.1% hits; AID 1565; in the data active = inhibition above about 60%
GPR7 antag = antagonists of human GPR7 (neuropeptides B/W receptor 1) | GPR7-expressing cells, fluorescence antagonist assay | inhibition, % at 4.4 µM | 290,000 compounds, 1.1% hits; in the data active = inhibition above about 16%, passing the limit was not always enough;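 also: cells stimulated with the agonist NPW; 0% = agonist with vehicle and 100% = vehicle without agonist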
Target sequence (P48145 whole entry, looked up): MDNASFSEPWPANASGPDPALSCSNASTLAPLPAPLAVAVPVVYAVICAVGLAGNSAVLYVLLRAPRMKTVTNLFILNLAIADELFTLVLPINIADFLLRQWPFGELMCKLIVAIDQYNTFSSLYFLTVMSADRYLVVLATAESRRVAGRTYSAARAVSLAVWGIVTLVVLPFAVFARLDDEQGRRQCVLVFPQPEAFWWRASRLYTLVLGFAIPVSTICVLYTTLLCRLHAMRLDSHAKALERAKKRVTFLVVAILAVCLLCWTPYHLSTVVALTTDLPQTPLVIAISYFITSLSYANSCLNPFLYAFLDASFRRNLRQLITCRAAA
NALP1 inh = inhibitors of NALP1 inflammasome in yeast; 280,000 compounds, 0.61% hits; inhibition, % at 10 µM; S. cerevisiae NALP1/ASC/caspase-1 growth, X-gal OD620, 72 h; in the data active = inhibition mostly above about 24%, no sharp cut-off; inactive = mostly below about 32%; also: some compounds called inactive have numbers as strong as hits
MEKK2 WT-MEK5 = raises or lowers MEK5 binding to wildtype human MEKK2 PB1 domain | Q9Y2U5 | bead flow cytometry, Alexa488-MEK5 binding to MEKK2 WT; actives lie on both sides | binding response (% of control), % at 10 µM | 290,000 compounds, 1.1% hits; in the data active = binding response below about 67% or above about 130%
PfM18AAP inh = blocks P. falciparum M18 aspartyl aminopeptidase. recombinant PfM18AAP, H-Glu-NHMec fluorogenic cleavage. inhibition, % at 7.35 µM. 290,000 compounds, 1.2% hits. AID 1822;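 active = inhibition above the campaign mean inhibition over all tested compounds plus 3 SD, cut at about 28% in these data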;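 also: 0% = plate median of test compound wells and 100% = 2 mM ZnCl2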
OXTR agonist = human OXTR agonism; CHO-OTR cells, Fluo-8 calcium fluorescence; normalized: DMSO 0%, oxytocin 100%; activation, % at 3 µM; 320,000 compounds, 0.32% hits;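 active = activation above the mean of all tested compounds plus 3 SD, cutoff set per screening run, cut at about 20% in these data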;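 also: peak over basal fluorescence ratio from a 100 s FLIPR kinetic read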
* marks the source's active call; other numbers are inactive results; / = no result given; [ ] = remark or other dose.

Compound,FID counter,MEKK3 PB1 HTS,MEKK2mut PB1 HTS,PHOSPHO1 inh,GPR7 antag,NALP1 inh,MEKK2 WT-MEK5,PfM18AAP inh,OXTR agonist
N#C/C(=C\c1ccc(N2CCOCC2)o1)C(=O)Nc1ccc(O)cc1,-3,109,-1,30,7,3,103,5,20*
Cc1cccnc1NC(=O)Cn1nc(C)c([N+](=O)[O-])c1C,-5,98,4,23,-6,-8,103,-1,0.8
O=C1c2oc3ccc(F)cc3c(=O)c2C(c2ccccc2)N1CC1CCCO1 (stereo unspecified),-9,104,6,-8,-13,-3,106,5,-0.7
CC1CCCCC1NC(=O)c1ccc2c(c1)[nH]c(=O)n2C1CCCC1 (stereo unspecified),-32,104,1,-2,-2,9,104,-1,-1.7
CCCCOC(=O)C1=C(C)NC2=C(C(=O)CCC2)C1c1cc(OC)ccc1OC (stereo unspecified),-23,/,/,-9,9,-4,/,3,8.1
NC(=O)CSc1nc2sc3c(c2c2ncnn12)CCCC3,-12,106,3,-18,-10,4,106,-7,1.8
O=C(Cc1cccs1)Nc1ccon1,-4,85,-4,38,-2,25,94,-4,1.3
CCOC(=O)C1=C(C)NC(C)=C(C(=O)OC)C1c1ccco1 (stereo unspecified),-6,100,4,1,-10,23,97,0,-1.6

3 structures already listed, ordered by SMILES length, rising:
Compound,FID counter,MEKK3 PB1 HTS,MEKK2mut PB1 HTS,PHOSPHO1 inh,GPR7 antag,NALP1 inh,MEKK2 WT-MEK5,PfM18AAP inh,OXTR agonist
O=C(Cc1cccs1)Nc1ccon1,-4,85,-4,38,-2,25,94,-4,1.3
CCOC(=O)C1=C(C)NC(C)=C(C(=O)OC)C1c1ccco1 (stereo unspecified),-6,100,4,1,-10,23,97,0,-1.6
N#C/C(=C\c1ccc(N2CCOCC2)o1)C(=O)Nc1ccc(O)cc1,-3,109,-1,30,7,3,103,5,20*

The list goes on.
Compound,FID counter,MEKK3 PB1 HTS,MEKK2mut PB1 HTS,PHOSPHO1 inh,GPR7 antag,NALP1 inh,MEKK2 WT-MEK5,PfM18AAP inh,OXTR agonist
O=C(NCCS(=O)(=O)N1CCN(c2ccc(F)cc2)CC1)C1CC(=O)N(c2ccccc2)C1 (stereo unspecified),-6,102,3,7,-10,2,104,-4,0.7
CCOC(CNC(=O)Cn1nc(C)c2ccccc21)OCC,-2,98,-4,-1,-3,4,90,0,-0.8
CC(C)(C)OC(=O)NC(Cc1ccccc1)C(=O)NC(CSC1CCCCO1)C(=O)NN (stereo unspecified),-38,100,0,/,-3,-8,102,-3,-1.1
COc1ccc(CNc2nc(-c3cccnc3)nn2C(C)=O)cc1,-13,5.0*[inhibitor],-42,-4,-4,10,7.0*[inhibitor],5,-1.2
CC(C)CC(C(=O)NC1CCCCC1)N(Cc1ccccc1)C(=O)c1snc(C(N)=O)c1N (stereo unspecified),-33,98,0,45,-9,-1,92,7,-2.3
CC1(C)CC(=O)C=C(N2CCOCC2)C1,0,94,0,-13,-16,7,95,-2,1.1
O=C(CCC1CCCCC1)Nc1ccccc1-c1ccccc1,-18,104,2,19,3,8,103,5,-0.9
O=C(C1CCCN1S(=O)(=O)c1ccc(Cl)cc1)N1CCCCC1 (stereo unspecified),-9,104,5,23,-10,-8,105,-4,-0.7

The list goes on:
Compound,FID counter,MEKK3 PB1 HTS,MEKK2mut PB1 HTS,PHOSPHO1 inh,GPR7 antag,NALP1 inh,MEKK2 WT-MEK5,PfM18AAP inh,OXTR agonist
COc1ccc(C(=O)CSc2nnc(CNc3ccc(C)cc3C)o2)cc1,-1,113,4,-1,-8,-5,107,5,25*
Cc1c(C(=O)NCC(C)C)sc2nc(-c3ccc(F)cc3)cn12,-6,105,7,0,7,/,103,-6,2.7
COc1ccc(CC(=O)NCc2n[nH]c(=S)n2-c2ccccc2OC)cc1,-7,98,-5,-30,-11,7,94,11,0.4
CC1SC(=Nc2ccccc2)N(S(=O)(=O)c2ccccc2)C1=O (stereo unspecified),-5,99,-2,-7,-20,28,99,0,-1.8
Cc1ccc(CNC(=O)C2CC3Cn4c(nc5cc(C)c(C)cc54)C3N2C)o1 (stereo unspecified),/,94,5,44,/,/,99,/,-0.8
Cc1cc(C(=O)NC2CCCN(Cc3ccccc3F)C2)no1 (stereo unspecified),-2,102,4,16,-6,7,103,-6,-0.1
O=C(C[n+]1ccsc1)c1ccccc1,-11,99,-1,7,1,18,101,24,0.0
CC(=O)N1CCN=C1SCc1ccccc1Cl,1,103,3,-1,2,4,104,-1,0.2

Further records
Compound,FID counter,MEKK3 PB1 HTS,MEKK2mut PB1 HTS,PHOSPHO1 inh,GPR7 antag,NALP1 inh,MEKK2 WT-MEK5,PfM18AAP inh,OXTR agonist
CN1CCN(S(=O)(=O)c2cccc(S(=O)(=O)c3ccc(Cl)c(Cl)c3)c2)CC1,1,99,7,-15,-5,8,105,0,5.6
CCc1ccc(N/C(N)=N/c2nc(CSc3ncccn3)cc(=O)[nH]2)cc1,-10,94,-5,21,0,6,96,-17,2.1
CC(=O)N/N=C/c1cc(C(C)(C)C)cc(/C=N/NC(C)=O)c1O,-14,92,-9,8,-7,-35,94,2,-0.3
CCN(CC)c1ncnc2c1ncn2Cc1c(Cl)cccc1Cl,-21,110,4,-21,-11,-9,104,-7,-2.8
COc1cc(NC(=O)CSc2nc3[nH]ncc3c(=O)n2-c2ccc(Cl)cc2)cc(OC)c1,-28,103,1,2,-9,-7,102,12,0.0
CC(=O)Nc1ccc(S(=O)(=O)Nc2ccc(NC(=O)c3ccco3)cc2)cc1,1,/,/,4,-6,1,/,-9,-0.4
CCCOc1cccc(-c2nc3ccccc3c(=O)o2)c1,-27,92,-4,25,-10,-8,98,-16,-2.1
NS(=O)(=O)c1cc(C(=O)NCC2CCCCC2)ccc1Cl,-8,101,10,15,-5,13,99,7,0.4

Remaining list, next part:
Compound,FID counter,MEKK3 PB1 HTS,MEKK2mut PB1 HTS,PHOSPHO1 inh,GPR7 antag,NALP1 inh,MEKK2 WT-MEK5,PfM18AAP inh,OXTR agonist
COc1ccc(NC(=O)COC(=O)CCCc2c[nH]c3ccccc23)cc1,-8,103,-1,9,1,22,98,-4,7.9
CC(=O)Nc1ccc(Nc2c([N+](=O)[O-])cc(S(C)(=O)=O)cc2[N+](=O)[O-])cc1,5,99,8,9,-5,24,101,0,-0.6
Cc1ccc(C(=O)NCCNC(=O)c2ccc(C)nc2)cc1,-3,103,2,32,-6,7,98,-2,1.3
c1ccc(OCc2nnc3sc(C4COc5ccccc5O4)nn23)cc1 (stereo unspecified),-13,102,1,80*,12,30,101,1,0.0
O=C1c2cccnc2C(=O)N1c1cccc(-c2nc3ccccc3o2)c1,-1,108,9,28,-3,5,106,-11,-0.3
COc1cc2c(C(=O)N3CCCc4ccccc43)cn(C)c(=O)c2cc1OC,-28,104,3,-18,-5,4,103,-12,8.2
O=C(CC1C(=O)NC2CCCCC2N1C(=O)c1ccc([N+](=O)[O-])cc1)Nc1ccccc1 (stereo unspecified),-3,100,-1,19,-10,-2,104,-4,-0.2
O=C1CC(c2cc(Br)ccc2F)c2cc3c(cc2N1)CCC3 (stereo unspecified),-1,84,-4,22,7,6,89,2,0.3

(cont.)
Compound,FID counter,MEKK3 PB1 HTS,MEKK2mut PB1 HTS,PHOSPHO1 inh,GPR7 antag,NALP1 inh,MEKK2 WT-MEK5,PfM18AAP inh,OXTR agonist
Cc1ccc(C(=O)COC(=O)CNS(=O)(=O)c2ccccc2)cc1[N+](=O)[O-],4,93,-2,27,-2,17,94,7,0.8
Cc1sc2nc(CSc3cccc(C(F)(F)F)c3)[nH]c(=O)c2c1C,-2,102,18,-52,-9,14,111,-8,-1.4
O=C(CSc1ccc2nnc(-c3cccc(F)c3)n2n1)NCC1CCCO1 (stereo unspecified),3,107,7,41,-18,17,111,2,-0.3
CC(C)CCCN1CCN=C1N(C)C,-4,101,-5,-2,2,14,104,-3,0.0
Cc1cc([N+](=O)[O-])nn1CCCC(=O)NCc1ccc(F)cc1,3,107,-2,44,-9,-14,105,2,7.3
Oc1ccc(/C=N/n2c(COc3ccccc3)n[nH]c2=S)c(O)c1,-6,98,0,31,-9,-9,103,33*,3.0
Cc1ccc(C(=O)c2c3ccccc3[n+]([O-])n2CCC(N)=O)cc1,-13,103,-3,25,-6,18,99,-3,-0.9
CC1CCN(S(=O)(=O)c2ccc3c(c2)c(=O)c(C(=O)N2CCOCC2)cn3C)CC1,-14,100,3,37,-6,16,101,0,0.1

New compounds follow.
Compound,FID counter,MEKK3 PB1 HTS,MEKK2mut PB1 HTS,PHOSPHO1 inh,GPR7 antag,NALP1 inh,MEKK2 WT-MEK5,PfM18AAP inh,OXTR agonist
CCCCN(C)C(=O)c1coc(=O)c2ccccc12,-2,86,-3,38,8,0,90,1,-0.4
COc1ccc(CCN(C)C(=O)c2cncc(Br)c2)cc1OC,-8,98,0,2,-6,-19,101,-14,0.7
COCC(=O)NNC(=S)Nc1cccc(C)c1C,-4,103,7,-1,-14,-31,103,18,1.6
Cc1ccc(C)c(N2CCN(S(=O)(=O)c3ccc4c(c3)NC(=O)CO4)CC2)c1,-37,102,-1,26,-22,-2,101,-11,-1.2
O=C(OCc1ccc([N+](=O)[O-])cc1)C1CCN(S(=O)(=O)c2ccccc2)CC1,-12,101,-1,-2,9,13,99,-2,2.9
Cc1sc(N/N=C/c2ccco2)nc1-c1ccccc1,-9,131*,-1,-11,-1,27,98,11,-1.4
CCN(CC)CCCNC(=O)CC1Oc2ccc(C)cc2NC1=O (stereo unspecified),0,100,1,5,-7,0,103,3,0.3
CCCCc1c(C)nc(Nc2ccc(OC)cc2)[nH]c1=O,-6,88,-2,5,-2,26,84,-2,1.8

Continued.
Compound,FID counter,MEKK3 PB1 HTS,MEKK2mut PB1 HTS,PHOSPHO1 inh,GPR7 antag,NALP1 inh,MEKK2 WT-MEK5,PfM18AAP inh,OXTR agonist
COc1ccc2c(c1)C1CC(C)(NC(=O)C1C(=O)c1ccccc1)O2 (stereo unspecified),-17,106,2,16,3,-1,100,2,-1.4
Cc1ccc(NC(=O)C2CCN(S(=O)(=O)c3ccc4c(c3)NC(=O)C(C)S4)CC2)c(Cl)c1 (stereo unspecified),-45,102,2,44,0,10,96,1,4.6
Cc1onc(-c2c(F)cccc2Cl)c1C(=O)Nc1nccs1,-4,101,-1,53,-1,21,98,-3,1.0
CC1(C)Cc2cccc(Oc3ccc(S(=O)(=O)N4CCCCC4)cn3)c2O1,-32,105,-5,0,2,-8,95,8,-1.9
COC(=O)C1=C(C)N(C)C(=S)NC1c1cc(OC)ccc1OC (stereo unspecified),-4,106,5,2,-8,10,104,-5,-0.4
CC1=NN(C(N)=S)C(=O)C1N=Nc1ccc(Cl)cc1 (stereo unspecified),-5,103,6,24,-19,4,106,11,/
Cn1c(N/N=C/c2c[nH]c3ccccc23)nc2ccccc21,6,91,5,38,1,5,108,54*,-0.5
O=C(CN1CCCCC1)N/N=C/c1ccc(Cl)cc1Cl,1,103,3,/,-9,-66,107,-1,-1.4
